Cdc25B block – inhibitors of human Cdc25B phosphatase | P30305 | recombinant Cdc25B, OMFP fluorescence Ex485/Em525 | inhibition, %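 (compounds tested at 10 µM final in the well)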 | 0.1% of 65,000 active; in the data active = inhibition above about 50%
HER2 expr 66K – lowers expression of human Her2 kinase. SKBR-3 HER2 protein level, AlphaScreen, 18-24 h; active compounds read low. 0.69% of 65,000 active. HER2 level % of control, % at 10 µM. P04626;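 active = HER2 level under 5% of the carrier-only control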;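 note: 100% = DMSO carrier and 0% = 500 nM PU-H71 HSP90 inhibitor; lower value means stronger loss of Her2 protein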
A340 absorber – absorbance at 340 nm | compound absorbance at 340 nm, fold over control | 65,000 tested, under 10 active | fold change at 10 µM;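 active = at 10 µM dose, initial 340 nm absorbance at least 2 fold that of control wells; inactive = change under 2 fold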;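 note: initial absorbance extrapolated from kinetic A340 decline of NADH oxidation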
MKP-1 inh – blocks human MKP-1 phosphatase activity; P28562; recombinant MKP-1, OMFP hydrolysis fluorescence; inhibition, %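 (compounds tested at a single concentration somewhere between 10 and 100 µM)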; 0.15% of 65,000 active; AID 374;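 active = inhibition above about 50%, limit read from the data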;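 note: 0% = DMSO max control wells and 100% = wells with enzyme stopped by NaOH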
Target sequence (P28562 whole entry, looked up): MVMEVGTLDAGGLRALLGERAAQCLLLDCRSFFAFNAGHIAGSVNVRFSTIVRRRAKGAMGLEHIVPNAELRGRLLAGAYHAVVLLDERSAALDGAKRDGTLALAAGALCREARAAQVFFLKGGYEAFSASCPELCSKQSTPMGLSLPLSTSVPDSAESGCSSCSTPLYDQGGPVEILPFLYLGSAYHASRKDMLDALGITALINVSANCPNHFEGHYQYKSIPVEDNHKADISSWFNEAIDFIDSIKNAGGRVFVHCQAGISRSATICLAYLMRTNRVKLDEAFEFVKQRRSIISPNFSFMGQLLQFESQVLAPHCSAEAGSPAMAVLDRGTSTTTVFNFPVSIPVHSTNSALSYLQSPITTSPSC
JNK3 inh – JNK3 (human) kinase inhibition; 0.61% of 60,000 active; P53779; inhibition, % at 8 µM; purified JNK3 kinase activity, HTS; AID 746; in the data active = inhibition above about 17%;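 note: 0% = DMSO and 100% = reference inhibitor; many of its hits are not listed in these tables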
Target sequence (P53779 whole entry, looked up): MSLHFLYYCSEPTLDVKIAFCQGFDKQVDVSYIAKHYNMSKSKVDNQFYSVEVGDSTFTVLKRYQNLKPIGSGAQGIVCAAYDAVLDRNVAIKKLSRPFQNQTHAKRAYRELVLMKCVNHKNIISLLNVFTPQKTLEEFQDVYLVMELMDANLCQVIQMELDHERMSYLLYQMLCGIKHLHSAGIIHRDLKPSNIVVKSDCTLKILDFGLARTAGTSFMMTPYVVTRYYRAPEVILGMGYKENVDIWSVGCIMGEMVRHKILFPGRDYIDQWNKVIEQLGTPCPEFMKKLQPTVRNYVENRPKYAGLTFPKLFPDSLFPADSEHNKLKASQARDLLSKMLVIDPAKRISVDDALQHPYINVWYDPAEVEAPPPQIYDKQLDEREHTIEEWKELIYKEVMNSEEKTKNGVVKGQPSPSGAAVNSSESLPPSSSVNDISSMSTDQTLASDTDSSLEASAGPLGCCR
Fluor 339 460 – intrinsic fluorescence of library compounds, ex339/em460 – biochemical, MLSMR library, data from DPM-DC assay, artefact control, profiling panel; compound autofluorescence, ex339/em460 nm, NADH buffer; active compounds read high; 1 = no-compound wells, NADH background; fluorescence fold increase at 10 µM; 5.5% of 65,000 active; AID 709;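 active = at 10 µM, mean starting fluorescence two-fold or more over control wells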;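 note: signal is the first read of a kinetic run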
Hsp90 inh – displaces geldanamycin probe from tumor Hsp90; P07900; NCI-N417 lysate Hsp90, Cy3B-geldanamycin FP displacement; inhibition, % at 30 µM; 0.35% of 64,000 active; AID 429;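 active = inhibition above 50%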;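 note: 0% = tracer plus lysate wells and 100% = tracer alone without lysate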
PKA kinase inh – inhibitors of human protein kinase A | 0.1% of 65,000 active | inhibition, % at 6 µM | PKA Kemptide phosphorylation, Kinase-Glo ATP luminescence | P17612 | AID 524;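 active = inhibition above the screen-wide mean inhibition plus 3 SD, cut at about 21% in these data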; note: many of its hits are not listed in these tables
ROCK2 blocker – ROCK2 (human) kinase inhibition; AID 604; 0.35% of 60,000 active; purified ROCK2, Kinase-Glo ATP depletion luminescence; inhibition, % at 6 µM; O75116;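 active = inhibition above the screen-wide mean inhibition plus 3 SD, cut at about 18% in these data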;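 note: plate controls were DMSO wells for no effect and Y-27632 control wells after no-enzyme background subtraction for full effect; many of its hits are not listed in these tables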
The depositor's hits bear a star; . = not tested or not shown; & = joins results of further samples. A portion of the library; rates above refer to the full screens.

Results follow in this order: A340 absorber, PKA kinase inh, Hsp90 inh, Fluor 339 460, JNK3 inh, HER2 expr 66K, Cdc25B block, ROCK2 blocker, MKP-1 inh
CC(C(=O)N(C)C)N(C#N)c1nc(N(C)C)nc(N(C)C)n1 (stereo not drawn)
    1, 2, -2, 1.1, 9, 85, -24, -11, -8
Cc1ccccc1N1C(=O)C(Cl)=C(N2CCN(c3ccccc3)CC2)C1=O
    1, 9, -2, 1.1, 6, 103, -13, 2, -2
CCc1ccc(OC)c(S(=O)(=O)NCCOc2ccccc2)c1
    1, 7, 2, 1.1, 0, ., -11, 4, -8
CCOC(=O)c1sc(N)nc1-c1ccccc1
    1.1, 4, -5, 1, 3, 88, -24, 0, -5
O=C(CC1CCCCC1)OCn1nnc2ccccc2c1=O
    1, 6, -1, 1.1, ., 98, -5, ., -26
Cc1[nH]c2ccccc2c1NC(=O)CN1CCN(Cc2ccc3c(c2)OCO3)CC1
    1, 6, -4, 1.1, -2, 95, 0, 1, 24
CC1NC(=O)N(C)C2NC(=O)N(C)C(c3ccccc3)C12 (stereo not drawn)
    0.99, 9, -2, 1.1, 1, 94, 5, 7, 22
Cc1cccc(NC(=O)c2ccc(NS(=O)(=O)c3c(C)noc3C)cc2)c1
    1, 12, 2, 1.1, -1, 104, -4, 5, 11
COC(=O)c1[nH]c2cc(OC)ccc2c1NC(=O)CCN1CCN(Cc2ccc3c(c2)OCO3)CC1
    1.1, -1, -3, 1.4, -4, 92, 2, -7, -15
COc1ccc2cc(C(=O)N3CCOCC3)sc(=O)c2c1OC
    1, 10, 3, 1.1, 6, 84, -15, 9, -8
Cc1nnc(NC(=O)c2ccc(C)c(S(=O)(=O)N3CCCCCC3)c2)s1
    1.1, 5, -18, 1.1, -5, 84, -7, -2, 2
CCOC(=O)CNC(=O)CSc1ncnc2c1cnn2-c1ccc(Cl)cc1
    0.99, -2, 2, 1.2, 4, 88, -13, -2, -34
COC(=O)CCC(=O)c1oc2ccc(Cl)cc2c1NC(=O)CCCN1C(=O)c2ccccc2C1=O
    1.1, 7, -2, 1.2, 0, 102, -21, 1, 11
COc1ccc(OC)c(S(=O)(=O)Nc2ccc3oc4c(c3c2)C(=O)CCC4)c1
    1, -2, 1, 1.1, 0, 105, 5, -3, 40
CCOc1ccc(C(C#N)N2CCOCC2)cc1OC (stereo not drawn)
    1, 5, -2, 1.1, 2, 98, -14, 4, -5
CC(C(=O)Nc1sccc1C(N)=O)N1C(=O)C2CC=CCC2C1=O (stereo not drawn)
    1, 10, -4, 1.1, -2, 119, -6, 7, 5
Nc1nnc(COc2cccc(C(F)(F)F)c2)s1
    1, 7, 7, 1, 1, 82, -10, 7, -5
CC(=O)c1ccc(N2C(=O)NC3(CCCCC3)C2=O)cc1
    0.98, -5, -2, 1.1, 3, 84, -1, 0, -20
CC1Cc2ccccc2N1C(=O)Cn1nnc(-c2ccccc2NC(=O)C2CCC2)n1 (stereo not drawn)
    0.99, 7, -1, 1.1, ., 115, -1, ., -20
COc1ccc(Cc2nnc(SC)[nH]c2=O)cc1OC
    1, 8, ., 0.85, ., 70, -7, ., 11
Cc1ccc(N=Cc2nc(-c3ccco3)oc2O)cc1
    1.1, 9, -2, 1.1, 6, 75, 2, 4, -14
Cn1nc(-c2ccc(Cl)cc2)c2cc(C(=O)N3CCCC3)sc21
    1.1, 0, 2, 1.4, 10, 66, -7, 4, 24
COC(=O)c1cc(=O)c2ccc(OC)cc2o1
    1.1, 3, -3, 1.3, -4, 96, 5, 6, 9
O=C(C1COc2ccccc2O1)N1CCn2c(nc3ccccc32)C1 (stereo not drawn)
    1.1, 5, -1, 1, 2, 102, -8, 7, 11
O=C(CSc1nnc(-c2cccnc2)n1Cc1ccco1)c1ccc2ccccc2c1
    1, -2, -8, 1.2, 2, 106, -15, 1, 2
CCCCn1nnnc1NCc1ccc(OC)c(OC)c1OC
    1, 3, -5, 1.1, -2, 84, -6, 3, 3
C=CCn1c(CNC(=O)CCC)nc2ccccc21
    1, -1, -3, 1.1, 2, 92, 9, 4, 0
CNS(=O)(=O)c1cccc(C(=O)NCC(c2cccs2)N(C)C)c1 (stereo not drawn)
    1, 8, ., 1.1, ., 148, -2, ., 3
CCOC(=O)Nc1ccc2c(C)cc(=O)oc2c1
    1.2, 4, -5, 3.7*, -5, 106, -41, 7, -4
Cc1ccc(N=C2NC(=O)CS2)c(C)c1
    0.98, 9, -3, 1, -3, 89, 2, 4, -5
COc1ccc(OC)c(S(=O)(=O)N2CCN(c3c(C)cccc3C)CC2)c1
    0.97, 9, -1, 1, -4, 91, -3, 1, -11
CCOCC(=O)Nc1cccc(Br)c1
    1, 9, -4, 1.1, 9, 98, -1, 6, 1
COCCCNC(=O)c1cc(C)nc2ccc(F)cc12
    1.1, 0, -1, 1.2, 4, 108, -7, -1, -2
CC(=O)OC1c2ccccc2C(=O)N1Cc1ccccc1Cl (stereo not drawn)
    0.98, 6, -3, 1, 5, 87, 6, -3, -7
CCNS(=O)(=O)c1ccc(NC(=O)c2cccnc2)cc1
    1, 8, ., 1.1, 2, 96, -7, 8, -5
O=S(=O)(c1cccc(S(=O)(=O)N2CCC(n3nnc4ccccc43)CC2)c1)N1CCCCC1
    0.99, 8, -7, 1.1, 4, 77, 6, 5, 12
COc1ccccc1C(=O)Nc1ccc2c(c1)nc(CCNC(C)=O)n2C
    1.1, 2, -2, 1.1, -6, 103, -1, -9, 2
COC(=O)c1cc(Br)c(=O)n(-c2ccccn2)c1
    1, 1, -18, 1.2, -3, 107, -1, 3, -19
C=CCNC(=O)C1CCCN(S(C)(=O)=O)C1 (stereo not drawn)
    1, -4, -3, 1.1, -5, 96, -10, -4, 1
CCOc1ccccc1C(=O)N(CCC(=O)OC)c1ccccn1
    0.99, 7, -4, 1.1, 2, 118, -9, 6, 14
N#CC1=C(SCc2ccccc2)NC(=O)CC1c1ccc(O)cc1 (stereo not drawn)
    1, 8, -1, 1.1, 5, 126, -14, 6, 5
CCCOCC1CC2(SC(=Nc3ccc(C)cc3)NC2=O)C(=O)O1 (stereo not drawn)
    1, 7, -1, 1.1, 7, 88, 1, -1, 8
CCOC(=O)CSc1nnc(CSc2nc(N)c3c(C)c(C)sc3n2)n1-c1ccccc1
    1.1, 8, 1, 1.1, -4, 90, -6, -2, 23
O=c1c2ccccc2nc2n1CCCCN2
    1.1, 12, -2, 3.8*, 21*, 100, 0, 6, 0
Cc1cc(NC(=O)CCC(=O)N(c2ccc(F)cc2)C(C(=O)NC2CCCC2)c2ccncc2)no1 (stereo not drawn)
    1, 9, -1, 1.1, -8, 81, 10, -2, 9

A few values from the list.
ROCK2 blocker result of `COCCCNC(=O)c1cc(C)nc2ccc(F)cc12` reads -1
JNK3 inh result of `COC(=O)c1cc(Br)c(=O)n(-c2ccccn2)c1` reads -3

(next part)
Results follow in this order: A340 absorber, PKA kinase inh, Hsp90 inh, Fluor 339 460, JNK3 inh, HER2 expr 66K, Cdc25B block, ROCK2 blocker, MKP-1 inh
CCC(=O)N1CCc2cc(S(=O)(=O)NCCCN3CCN(Cc4ccccc4)CC3)ccc21
    1.1, -9, -2, 1.1, ., 49, 2, ., -3
Cn1cccc1Cc1nnc(SCC(=O)NC2CCCCC2)n1-c1ccc(F)cc1
    1, 0, 0, 1.1, 2, 92, 17, 3, 10
CC1CCCN(C(=O)CN2C(=O)c3ccccc3C2=O)C1 (stereo not drawn)
    1, ., -2, 1, ., ., -11, ., -9
Cc1cccc(N2CCN(C(=O)c3ccc(CS(=O)(=O)c4ccccc4C)o3)CC2C)c1 (stereo not drawn)
    0.99, 9, 1, 1.1, 2, 36, -22, 6, 24
CC(C)c1nnc(NC(=O)CC(=O)Nc2ccccc2C(=O)O)s1
    1, 3, -3, 1.1, -8, 102, 11, -1, -10
Cc1cccc(OCC2=NS(=O)(=O)c3ccccc3N2)c1
    0.99, 7, -4, 1.1, 2, 104, -3, 3, 9
Cc1ccc2cc3c(NC(=O)c4cccnc4)nn(C)c3nc2c1
    1.1, 1, -2, 1.8, -5, 99, 9, 8, 20
O=C(NCc1ccccn1)c1cn(Cc2ccccc2)nn1
    0.98, 7, 1, 1.1, 2, 69, -2, 2, 4
C=C(C)c1ccc(C(C)(C)NC(=O)N2CCN(C)CC2)cc1
    1, -3, 2, 1.1, 2, 107, 3, -1, -13
CCCc1cc(=O)[nH]c(SCC(=O)c2ccc(S(=O)(=O)N3CCCC3)cc2)n1
    1, -2, -2, 1.1, 7, 90, -10, -2, 37
Nc1nnc(SCC(=O)N2CCN(c3ccccc3)CC2)s1
    0.97, 7, -1, 1.1, -3, 95, -6, 6, 13
O=C(c1cccs1)N(CCO)Cc1cc2cc3c(cc2[nH]c1=O)OCCO3
    1.1, 8, -1, 2.5*, 5, 92, -4, -1, -8
Cc1nc(NC(=O)CCC(=O)O)sc1C(=O)N(C)C
    0.99, 7, -1, 1.1, 1, 100, -9, 1, -12
CN(C)S(=O)(=O)c1ccc2c(c1)c(=O)c(C(=O)N1CCN(c3ccccn3)CC1)cn2C
    1.1, -1, -3, 1.1, -13, 102, -10, -4, 12
O=C(Nc1c(C(=O)N2CCCC2)cnn1-c1ccccc1)c1cccc(F)c1
    1, 3, -2, 0.89, -8, 105, -3, 4, 9
COCCn1c(CN2CCN(c3cccc(Cl)c3)CC2)nc2c1c(=O)n(C)c(=O)n2C
    1, 7, -6, 1.1, 4, 100, -11, 0, 7
COc1ccc(S(=O)(=O)Cc2ccc(C(=O)NCc3ccc(F)cc3)o2)cc1
    1, 7, -3, 1, 3, 103, -5, 4, -7
CC(C)(C)C1CCc2nc(NC(=O)Cc3cn4ccsc4n3)sc2C1 (stereo not drawn)
    1, 5, -4, 1.1, 1, 92, -9, 4, 30
COc1ccc(NC(=O)C(c2ccc(OC)cc2)N(C)C(=O)c2cnccn2)cc1 (stereo not drawn)
    1.1, -6, ., 1.1, ., 107, -1, ., 6
CCOc1ccccc1C(=O)NCC(=O)OCC(=O)c1ccc2c(c1)OCCO2
    1, -3, -2, 1.1, 2, 77, -5, 1, 12
COc1ccc(CC(NC(C)=O)C(=O)NC2CCN(C(=O)NCc3ccccc3)CC2)cc1OC (stereo not drawn)
    1.1, 8, -2, 1.1, -4, 88, -4, 5, 15
COc1cc(C(=O)N(Cc2ccccn2)CC2CCCO2)cc(OC)c1OC (stereo not drawn)
    0.99, 7, 3, 1.1, ., 95, -7, ., -23
CCOC(=O)C1CCCN(S(=O)(=O)c2cccc3cccnc23)C1 (stereo not drawn)
    1, 12, -2, 1.1, -3, 92, -11, 6, -2
COc1ccc(NS(=O)(=O)c2ccc(NS(C)(=O)=O)cc2)cc1
    1, 7, 2, 1.1, 3, 102, 1, 7, -4
COc1ccccc1NC(=O)CCn1c(=O)sc2ccccc21
    1, 8, 1, 1.2, ., 82, -7, ., 11
CN(C)c1oc(-c2ccccc2Cl)nc1C#N
    1.1, 5, -6, 2.7*, -1, 105, -3, 2, 1
O=C(Nc1cccc2ncccc12)c1cc2ccccc2o1
    1.1, 14, -11, 1.1, -3, 78, -19, 9, 11
N#C/C(=C\c1c(N2CCOCC2)nc2ccccn2c1=O)S(=O)(=O)c1ccccc1
    1, 5, ., 1.1, ., 123, -3, ., 7
NC(CO)C(=O)NNCc1ccc(O)c(O)c1O (stereo not drawn)
    0.98, 0, 13&40, 0.96, -2, 82, -3, 1, 18
CC(=O)N1CCc2cc(S(=O)(=O)NCCCOC(C)C)ccc21
    1.1, 1, -4, 1.1, ., 87, 11, ., 13
O=C(c1nnc(-c2ccncc2)o1)c1ccccc1Cl
    1, 3, -1, 1, 5, 126, -7, 11, 1
CCCCn1c(N)c(N(CCC(C)C)C(=O)CSc2nnc(C)s2)c(=O)[nH]c1=O
    1, 2, -3, 1.1, 4, 94, -11, 1, 8
CCCCS(=O)(=O)Nc1ccc(Cc2ccncc2)cc1
    1, 1, -7, 1.1, -6, ., -6, -1, 5
C#CCOC(=O)CCCC(=O)Nc1ccccc1OC
    1, -7, 1, 1, -6, ., -10, -2, 13
O=C(Nc1ccc2c(c1)OCO2)N1CCN(c2ncccn2)CC1
    0.99, -5, 2, 1, 1, 74, 8, -1, 1
COc1ccccc1NC(=O)c1nnn(CC(=O)Nc2ccccc2)c1N
    0.97, 13, -1, 1.1, -2, 105, 10, 8, -9

Screening results from PubChem BioAssay.
